FBW7 act: activators of human E3 ligase FBW7; Q969H0; AlphaScreen FBW7–phospho-cyclin E peptide binding, activator screen; normalized activity (activation), % at 26.1 µM; 650,000 compounds, 0.13% hits; AID 1259310; in the data active = normalized activity above about 1.9%;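 also: purified mutant Fbw7 with reduced substrate affinity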
GPR151 activ: human GPR151 activation; Q8TDV0; PathHunter beta-arrestin GPR151 cells, luminescence; activation, % at 11.2 µM; 650,000 compounds, 1% hits; in the data active = activation above about 4.9%;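 also: 0% = median of compound wells and 100% = cells with positive control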
Target sequence (Q8TDV0 whole entry, looked up): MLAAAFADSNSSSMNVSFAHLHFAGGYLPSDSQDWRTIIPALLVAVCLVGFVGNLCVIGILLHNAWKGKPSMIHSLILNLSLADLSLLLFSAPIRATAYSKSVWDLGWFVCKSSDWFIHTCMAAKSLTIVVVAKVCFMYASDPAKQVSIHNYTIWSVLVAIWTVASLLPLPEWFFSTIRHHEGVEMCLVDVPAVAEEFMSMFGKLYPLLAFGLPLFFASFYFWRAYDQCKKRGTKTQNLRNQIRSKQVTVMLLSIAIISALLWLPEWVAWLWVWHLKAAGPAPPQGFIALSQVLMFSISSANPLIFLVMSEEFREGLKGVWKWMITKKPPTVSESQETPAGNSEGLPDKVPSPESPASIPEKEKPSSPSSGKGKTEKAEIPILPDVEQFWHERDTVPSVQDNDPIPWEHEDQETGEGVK
MITF primary: blocks human microphthalmia-associated transcription factor; 650,000 compounds, 0.91% hits; O75030; inhibition, % at 2.6 µM; AID 1259374; AlphaScreen MITF homodimerization, bead proximity signal; in the data active = inhibition above about 50%;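 also: 0% = vehicle wells with protein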
Target sequence (O75030 whole entry, looked up): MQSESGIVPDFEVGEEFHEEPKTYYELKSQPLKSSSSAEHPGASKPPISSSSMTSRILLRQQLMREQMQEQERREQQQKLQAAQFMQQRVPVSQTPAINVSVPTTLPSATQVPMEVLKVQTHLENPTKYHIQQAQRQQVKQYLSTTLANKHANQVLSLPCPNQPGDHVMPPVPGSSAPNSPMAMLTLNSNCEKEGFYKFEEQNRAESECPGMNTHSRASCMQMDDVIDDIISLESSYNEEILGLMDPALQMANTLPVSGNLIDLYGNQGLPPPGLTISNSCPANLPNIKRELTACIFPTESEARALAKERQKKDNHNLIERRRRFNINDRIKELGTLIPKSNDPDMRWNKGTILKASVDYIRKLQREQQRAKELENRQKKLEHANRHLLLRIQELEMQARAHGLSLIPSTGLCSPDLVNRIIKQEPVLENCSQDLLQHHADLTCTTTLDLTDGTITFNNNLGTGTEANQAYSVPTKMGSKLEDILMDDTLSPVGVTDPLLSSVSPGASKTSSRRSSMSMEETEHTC
TEAD-YAP block: TEAD-YAP interaction inhibition; inhibition, % at 9.12 µM; 640,000 compounds, 1.4% hits; HEK-TIYL cells, TEAD-Gal4/YAP UAS-luciferase luminescence; in the data active = inhibition above about 32%;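 also: 0% = median of test compound wells and 100% = reference inhibitor wells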
Starred values were filed as active, the others as inactive; · = no result given; & = joins results of further samples.

SMILES | FBW7 act | GPR151 activ | MITF primary | TEAD-YAP block
Cc1ccc(NC(=O)C(=O)NCC(c2ccc3c(c2)OCO3)N2CCN(C)CC2)c(C)c1 (configuration not stated) | -0.2 | 6.5* | 1 | -13
COC(=O)Cc1cc(=O)oc2c(C)c(O)ccc12 | -0.4 | -0.8 | -3 | 19
O=C1NN(c2ccccc2)C(=O)/C1=C/c1cccc(Br)c1 | 0.3 | -0.9 | 19 | 1
COc1ccc(C(=O)N2c3cc(Cl)ccc3-c3c(ssc3=S)C2(C)C)cc1 | -0.6 | 0.9 | 25 | 5
CCNC(=O)c1ccc(-c2ccccc2)cc1 | -0.1 | -1.3 | 1 | -33
CCN1CCN(C(c2ccccc2OC)c2nnnn2C(C)(C)CC)CC1 (configuration not stated) | -0.2 | 0.8 | 3 | -18
CC1=C(C#N)C(Nc2nccs2)(C(F)(F)F)C(=O)N1 (configuration not stated) | -0.1 | 0.6 | 10 | -2
CCNc1nc(NCC)n2c(SCC(=O)Nc3c(C)cccc3C)nnc2n1 | -0.1 | -1.0 | 6 | 1
O=c1c(Nc2ccccc2)c(-c2ccc(Cl)cc2)c1=O | 0.0 | -0.8 | 9 | 47*
Cc1ccccc1NC(=S)N(CCN(C)C)C(C)c1ccncc1 (configuration not stated) | -0.1 | -0.4 | 6 | 2
COCCOC(=O)c1c(C)oc2cc(Br)c(OCC(=O)OC(C)(C)C)cc12 | -0.1 | -0.1 | -13 | 2
Cc1c(C(=O)NCC(C)O)sc2ncnc(NCCc3ccccn3)c12 (configuration not stated) | -0.1 | 1.0 | 2 | -12
COc1ccc(N2CCN(CCCNS(=O)(=O)c3c(C)noc3C)CC2)cc1 | -0.4 | -0.7 | 13 | 2
COc1ccc2c(c1)COC1(CCN(C(=O)Nc3ccc(C#N)cc3)CC1)O2 | 0.2 | -0.3 | 14 | 5
Cc1cccc2nc3n(c12)CCC1(C3)OCCO1 | 0.0 | 1.0 | -11 | -1
CCCCCn1c(N2CCNCC2)nc2c1c(=O)[nH]c(=O)n2C | 0.6 | -1.8 | 20 | 0
Cc1cc2c(=O)n(CC(=O)N3CCN(c4ccc(F)cc4)CC3)cnc2s1 | -0.2 | 0.6 | 5 | 2
CCOc1ccc(C(CC(=O)O)NC(C)=O)cc1 (configuration not stated) | 0.1 | -0.2 | 14 | -7
CCOC(=O)CCN1C(=O)[C@H]2[C@H]3[C@H](O)[C@H](O)C/C(=N\O[C@@H]4O[C@H](COC(C)=O)C(OC(C)=O)[C@H](OC(C)=O)C4OC(C)=O)[C@@H]3CC[C@H]2C1=O (some centres not stated) | 0.0 | 0.0 | 2 | ·
Cc1cccc(Nc2nc3nonc3nc2NC(C)C)c1C | 0.0 | 1.1 | -5 | 12
CCOC(=O)c1cc2n(c1N(C(C)=O)C(C)=O)-c1ccccc1C2=O | 0.0 | 0.1 | -3 | -3
O=C(O)/C=C/C(=O)Nc1ccc(Oc2ccc(Oc3ccc(NC(=O)/C=C/C(=O)O)cc3)cc2)cc1 | 0.0 | 1.4 | -3 | 39*
COCCCNC(=O)CSc1nc2cc3c(cc2c(=O)n1Cc1ccc(C(=O)N2CCN(c4ccccc4)CC2)cc1)OCO3 | -0.1 | -0.5 | -10 | 2
CCOC(=O)CNC(=S)N(Cc1ccccc1Cl)C1CCCCC1 | 0.9 | -0.5 | 10 | 6
O=C(Cn1c2ccccc2c2cn[nH]c(=O)c21)N1CCN(c2ccccc2)CC1 | -0.1 | 0.9 | -6 | 0
O=C(N/N=C/c1ccccc1)c1ccccc1Br | -0.1 | 0.9 | -2 | -32
CC1=CC(=O)C=C(C)C1=NOC(=O)c1ccc([N+](=O)[O-])cc1[N+](=O)[O-] | -0.1 | -0.3 | 2 | -2
CCC(CC)C(=O)Nc1cccc(C(=O)N2CCCC(C)C2)c1 (configuration not stated) | 0.7 | 0.1 | 7 | 8
O=C(CSc1nc2ccccc2o1)Nc1cc(C(=O)O)cc(C(=O)O)c1 | -0.1 | 0.7 | -3 | -6
C/C(=N\NS(=O)(=O)c1ccccc1)c1ccc(Br)s1 | -0.1 | -1.0 | 0 | -20
O=C1CCCN1CCn1cnc2c(NCc3ccccc3)nc(Cl)nc21 | -0.1 | -0.6 | -1 | 11
CC(C)n1nc(C(N)=O)c2ccccc2c1=O | 0.0 | 2.2 | -10 | -1
Cn1c(=O)c2nc(-c3nc4ccccc4[nH]3)c(N)nc2n(C)c1=O | 0.0 | -0.2 | -6 | -5
O=C(NCCc1ccccc1)c1nn2c(c1Cl)NC(c1ccco1)CC2C(F)(F)F (configuration not stated) | -0.1 | 2.6 | -4 | -2
CO[C@H]1[C@@H]([C@@]2(C)O[C@@H]2CC=C(C)C)[C@]2(CC[C@H]1OC(=O)/C=C/C=C/C=C/C=C/C(=O)O)CO2 | 0.0&-0.1 | 1.3&-0.1 | -6&-3 | 46*
CCCCSc1nnc2c(n1)OC(c1c(C)[nH]n(-c3ccccc3)c1=O)Nc1ccccc1-2 (configuration not stated) | -0.1 | -0.5 | 17 | -6
NC(=O)C1CCN(C(=O)c2ccc(CSc3ccccc3)cc2)CC1 | 0.1 | 0.2 | 4 | -34
COc1ccc(-c2csc(Nc3ccc(Oc4ccccc4)cc3)n2)cc1Br | -0.1 | 0.2 | 17 | 4
Cc1cccc2nc(-c3ccc(Cl)cc3)c(-c3ccc(Cl)cc3)nc12 | -0.1 | 1.1 | -3 | 8
O=C(CNc1ccc([N+](=O)[O-])cc1[N+](=O)[O-])NCc1ccco1 | 0.2 | 0.3 | 2 | 0
COc1ccc(C2(NC(C)=O)CCN(CCN3CCCCC3)CC2)cc1 | -0.1 | -1.3 | -3 | 6
CCN1CCCC1CNC(=O)CCc1nnc(-c2ccc(C(C)=O)s2)o1 (configuration not stated) | -0.2 | 1.5 | 0 | -11
Cc1cc2c(cc1C)CN(c1ccc(/C=N/NC(N)=O)cc1)C2 | -0.2 | -0.5 | 8 | -17
OC(CN1CCC(Nc2ccc3[nH]ncc3c2)CC1)c1ccc(Br)cc1 (configuration not stated) | -0.4 | -0.6 | 18 | 5
COC(=O)C1=C(OC)C(=O)OC12C=CC(=O)C=C2 | 0.2 | -1.0 | 18 | 80*
O=C(O)c1cccc(/C=c2\sc3nc4ccccc4n3c2=O)c1 | 0.0 | -0.7 | -14 | 1
Cc1cccc2sc(NC(=O)C(NS(=O)(=O)c3cccs3)c3ccccc3)nc12 (configuration not stated) | 0.2 | 2.2 | 7 | 15
COc1ccc(-c2cc(C(F)(F)F)n3nc(C(=O)Nc4ccc5c(c4)OCO5)cc3n2)cc1OC | 1.3 | 0.9 | 17 | -6
Cc1cccc(OCc2nnc(SCCN3CCCC3)n2C)c1 | 0.0 | -0.2 | -1 | 0
CC(=O)Nc1nc2ccccc2n1CCN1CCCC1 | 0.0 | 0.0 | 27 | 10
COc1cc2nc(CN3CCN(S(=O)(=O)c4ccccc4)CC3)[nH]c(=O)c2cc1OC | 0.0 | 0.5 | 1 | 7
CCOc1ccc(/C=N/Nc2nc(C)cs2)cc1 | -0.1 | -1.6 | 3 | -11
CCOC(=O)/C(C#N)=C\c1ccc(OCc2ccc([N+](=O)[O-])cc2)c(OC)c1 | 0.0 | -0.8 | 3 | -22
COc1ccc(C2=NN(c3cccc(Cl)c3)C(c3ccc(Br)cc3)C2)cc1 (configuration not stated) | 0.1 | -2.2 | -5 | 10
COc1ccc(NC(=O)COc2ccc(Cl)cc2)cc1[N+](=O)[O-] | 0.0 | 0.8 | -6 | 0
Cc1cc(CNC(=O)c2cnn(-c3ncc4c(n3)-c3ccccc3CC4)c2C)on1 | 0.3 | 0.6 | 18 | 5
CCc1ccc(OC(=O)c2ccc(Br)o2)cc1 | 0.2 | -0.8 | 0 | 7
CCOc1ccc(N2C(=O)CSC2=O)cc1 | -0.1 | 1.9 | -4 | 5
CNC(=O)CN1CCC(c2nc3ccccc3[nH]2)CC1 | 0.5 | 0.2 | 8 | 7
COC(=O)C1=C(C)NC(=O)N(C(C)=O)C1c1cccc([N+](=O)[O-])c1 (configuration not stated) | 0.0 | 1.0 | 8 | 11

The listing continues:
SMILES | FBW7 act | GPR151 activ | MITF primary | TEAD-YAP block
CC1=C(C(=O)OCc2ccccc2)C(c2cccc(C)c2)C2=C(CCCC2=O)N1 (configuration not stated) | 0.3 | -1.5 | 5 | -2
COc1cccc(C2C(C(=O)Nc3ccc(Br)cn3)=C(C)NC3=C2C(=O)CCC3)c1 (configuration not stated) | 0.0 | -0.7 | -20 | -6
COc1ccc(C(=O)NCc2nc(C)no2)cc1OC | 0.0 | -0.2 | -7 | -8
Cc1ccc(C(=O)COC(=O)C(C(C)C)N2C(=O)C3C4CCC(C4)C3C2=O)cc1C (configuration not stated) | 0.1 | -1.0 | 8 | 3
Cc1ccc(NC(=O)[C@H](CCS(C)(=O)=O)N2Cc3ccccc3C2=O)cc1 | -0.5 | -0.8 | -7 | 0
Cc1cc(=O)[nH]c(SCC(=O)NC(C)C2CC3CCC2C3)n1 (configuration not stated) | 0.2 | -0.5 | 5 | -6
CCCCNC(=O)C(=O)NCc1ccccc1 | 0.0 | -0.3 | 16 | -16
Cc1cc(Cl)ccc1NC(=O)C(=O)N/N=C/c1ccccc1F | 0.1 | -0.5 | 0 | 3
Cc1cccc(-c2nc3ccccc3c(=O)[nH]2)c1 | 0.0 | -2.3 | 5 | -18
CCOc1ccccc1/C=C1\N=C(c2ccc(Br)o2)OC1=O | 0.1 | -0.8 | 8 | 8
O=c1[nH]c2ccc(NS(=O)(=O)c3ccc(Cl)s3)cc2[nH]1 | 0.0 | 0.8 | -8 | 7
Cc1cccc(NC2=NC(=S)N(c3ccc(I)cc3)C23CCCCC3)c1 | 0.2 | 4.6 | 4 | 0
CCC(Sc1nnc(N)s1)C(=O)Nc1ccc(Br)cc1 (configuration not stated) | -0.1 | 0.5 | -5 | -10
Cc1ccc(OCC(=O)N2CCC3(CC2)CC3C(=O)N2CCN(c3ccccn3)CC2)cc1 (configuration not stated) | 0.1 | 1.0 | 5 | 4
Cc1cccc(-c2nc(N3CCN(c4cccc(Cl)c4)CC3)c3ccccc3n2)c1 | 0.9 | -0.2 | 8 | -6
O=C(Nn1c(-c2ccc(Cl)cc2)nc2ccccc2c1=O)c1cccnc1 | -0.1 | 0.6 | 3 | -11
N=C1/C(=C/c2ccc(OC(=O)c3cccs3)c(Cl)c2)C(=O)N=C2SC=CN12 | 0.0 | -0.6 | -5 | 6
COc1cc(C(=O)N2CCN(Cc3cccnc3)CC2)cc(OC)c1OC | 0.5 | -0.4 | 54* | -3
COC(=O)c1ccc(OCC2c3cc(OC)c(OC)cc3CCN2C(=O)C2CCCCC2)cc1 (configuration not stated) | 0.0 | -0.1 | 7 | -5
CCN(CC)P(=O)(c1ccccc1)c1c(C)nc2ccccn12 (configuration not stated) | 0.0 | -0.1 | 3 | 7
Nc1nonc1-c1nc2ccccc2n1CC(=O)Nc1ccc(OC(F)(F)F)cc1 | 0.1 | -1.6 | -1 | 3
CC[C@@H](Cn1nc(-c2cccs2)oc1=O)NC(=O)C1CCN(S(C)(=O)=O)CC1 | 0.0 | -0.1 | 3 | 7
Cc1ccc(S(=O)(=O)N[C@H](C(=O)NC2CCC(C)CC2)C(C)C)cc1 (some centres not stated) | 0.1 | 1.5 | -10 | -9
O=C(CN(Cc1ccccc1)C(=O)c1csnn1)NCc1ccccc1 | -0.2 | 0.5 | 45 | 3
O=C(Cn1cc(NC(=O)c2ccco2)cn1)NC1Cc2ccccc2C1 | 0.0 | -0.5 | 0 | -9
CCOC(=O)C1=C(C)NC2=C(C(=O)CC(c3ccc(OC)c(OC)c3)C2)C1c1ccc([N+](=O)[O-])cc1 (configuration not stated) | -0.1 | 0.9 | -8 | -13
O=C1NC(=Nc2ccccc2)S/C1=C/c1ccc(-c2ccc(Br)cc2)o1 | -0.1 | -0.4 | 9 | 7

Ordered by molecular weight (low to high): some entries from above.
SMILES | FBW7 act | GPR151 activ | MITF primary | TEAD-YAP block
CCN(CC)P(=O)(c1ccccc1)c1c(C)nc2ccccn12 (configuration not stated) | 0.0 | -0.1 | 3 | 7
O=C(Cn1cc(NC(=O)c2ccco2)cn1)NC1Cc2ccccc2C1 | 0.0 | -0.5 | 0 | -9
O=C(CN(Cc1ccccc1)C(=O)c1csnn1)NCc1ccccc1 | -0.2 | 0.5 | 45 | 3
COc1cc(C(=O)N2CCN(Cc3cccnc3)CC2)cc(OC)c1OC | 0.5 | -0.4 | 54* | -3
O=C(Nn1c(-c2ccc(Cl)cc2)nc2ccccc2c1=O)c1cccnc1 | -0.1 | 0.6 | 3 | -11
Cc1cccc(-c2nc(N3CCN(c4cccc(Cl)c4)CC3)c3ccccc3n2)c1 | 0.9 | -0.2 | 8 | -6
N=C1/C(=C/c2ccc(OC(=O)c3cccs3)c(Cl)c2)C(=O)N=C2SC=CN12 | 0.0 | -0.6 | -5 | 6
Nc1nonc1-c1nc2ccccc2n1CC(=O)Nc1ccc(OC(F)(F)F)cc1 | 0.1 | -1.6 | -1 | 3
O=C1NC(=Nc2ccccc2)S/C1=C/c1ccc(-c2ccc(Br)cc2)o1 | -0.1 | -0.4 | 9 | 7
CC[C@@H](Cn1nc(-c2cccs2)oc1=O)NC(=O)C1CCN(S(C)(=O)=O)CC1 | 0.0 | -0.1 | 3 | 7
COC(=O)c1ccc(OCC2c3cc(OC)c(OC)cc3CCN2C(=O)C2CCCCC2)cc1 (configuration not stated) | 0.0 | -0.1 | 7 | -5
Cc1cccc(NC2=NC(=S)N(c3ccc(I)cc3)C23CCCCC3)c1 | 0.2 | 4.6 | 4 | 0
CCOC(=O)C1=C(C)NC2=C(C(=O)CC(c3ccc(OC)c(OC)c3)C2)C1c1ccc([N+](=O)[O-])cc1 (configuration not stated) | -0.1 | 0.9 | -8 | -13

Screens (PubChem BioAssay)
